Source: PubChem BioAssay (several laboratories)
T cell modulator: T cell immune modulators affecting CD8 T cell-vesicle binding | 2C CD8+ T cell-vesicle binding, flow cytometry; hits give low values | calls only at 7 µM | hit rate 0.068% among 330,000 | AID 2052;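 active = response, share of CD8 T cells binding vesicles, and their 90th percentile fluorescence all below set limits, cut at about 80% in these data, passing the limit was not always enough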
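Also added: QL9-peptide-loaded Drosophila micro-vesicles bearing Ld, ICAM-1 and B7-1; Test system: purified 2C TCR transgenic mouse naive CD8+ T cells; Measured by: cytometric PE anti-B7-1 and Alexa647 anti-CD8 signals after 1% paraformaldehyde fixation; Timing: binding step 1.5 h, 37 °C, antibody labelling 20 min, ice.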
GPR55 LPI antagonism: inhibition of LPI-stimulated GPR55 beta-arrestin translocation – imaging, U2OS, beta-arrestin-GFP, LPI agonist, primary screen (AID 2013); one-dose inhibition, % at 10 µM; IC50 in µM for titrated hits; U2OS GPR55 beta-arrestin-GFP translocation imaging, LPI antagonism; higher % means a stronger effect; hit rate 0.13% among 290,000;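 active = spots per cell inhibited over 60%, with over 100 cells counted and total cytoplasm intensity under 500,000; inconclusive = wells with under 100 cells, flagged as likely toxic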;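 also: U2OS cells stably carrying GPR55 and arrestin-GFP stimulated by 5 µM LPI near EC80; imaged beta-arrestin-GFP aggregate spots per cell after agonist stimulation; plate controls were LPI-stimulated DMSO wells for no effect and DMSO wells without LPI for full effect; some results filed as inactive read as strong as hits; confirmed hits need IC50 under 10 µM and bright autofluorescent wells are also inconclusive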
HEK293 NOD2/NF-kB: inhibition of NOD2-driven NF-kB reporter – cell-based, luminescence, uHTS, HEK293 (AID 1566) | HEK293 NOD2/NF-kB luciferase reporter, luminescence; higher % means a stronger effect | inhibition, % at 4 µM, or EC50 in µM where a hit was titrated | hit rate 0.63% among 290,000; also: many of its hits are not listed in these tables
NTR1 ag: agonists of NTR1, primary screen, imaging, U2OS cells, beta-arrestin-GFP, high content (AID 493036); NTR1-U2OS beta-arrestin-GFP spot imaging, agonist mode; activation, % at 20 µM; P30989; hit rate 0.17% among 330,000;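 active = activation at or above 40% of the spot to cytoplasm intensity ratio, with at least 20 cells analyzed; inconclusive = wells under 20 cells, flagged as cytotoxic or low count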;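 also: 0% = DMSO without peptide and 100% = 100 nM NTR1 peptide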
Target sequence (P30989 whole entry, looked up): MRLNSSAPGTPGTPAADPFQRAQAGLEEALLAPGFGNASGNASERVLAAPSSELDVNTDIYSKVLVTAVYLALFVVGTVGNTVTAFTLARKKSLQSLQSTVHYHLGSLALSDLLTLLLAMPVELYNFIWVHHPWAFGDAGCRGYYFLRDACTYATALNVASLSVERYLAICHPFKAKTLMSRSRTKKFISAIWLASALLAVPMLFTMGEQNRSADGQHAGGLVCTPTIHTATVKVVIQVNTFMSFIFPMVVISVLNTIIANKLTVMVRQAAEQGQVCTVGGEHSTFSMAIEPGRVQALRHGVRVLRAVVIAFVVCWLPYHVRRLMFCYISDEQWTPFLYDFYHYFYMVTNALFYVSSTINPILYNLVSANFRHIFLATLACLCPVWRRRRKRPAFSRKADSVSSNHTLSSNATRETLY
NOD1 inhibition: NOD1 signaling inhibitors, primary screen, cell-based, luminescence, uHTS (AID 1578); NOD1-driven NF-kB luciferase reporter cells, luminescence; higher % means a stronger effect; inhibition, % at 4 µM, or EC50 in µM where a hit was titrated; hit rate 1% among 290,000; in the data active = inhibition mostly above about 36%, no sharp cut-off; inactive = mostly below about 34%;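 also: HEK-293T reporter cells stimulated with the NOD1 agonist gamma-tri-DAP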
GPR55 beta-arrestin: GPR55 agonists via beta-arrestin recruitment, primary screen, imaging, U2OS cells, beta-arrestin-GFP redistribution (AID 1961); hit rate 0.048% among 290,000; activation, % at 10 µM, or EC50 in µM where a hit was titrated; U2OS GPR55 beta-arrestin-GFP redistribution imaging; higher % means a stronger effect;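 active = activation above 40% with more than 50 cells counted in the well; inconclusive = wells holding fewer than 50 cells, flagged as toxic or sparse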;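 also: U2OS osteosarcoma cells stably expressing GPR55 and beta-arrestin-GFP; plate controls were DMSO negative control for no effect and LPI positive control for full effect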
KOR beta-arrestin-1: KOR agonists, beta-arrestin recruitment, primary screen, cell-based, luminescence, uHTS (AID 1777). KOR beta-arrestin recruitment, luminescence; higher % means a stronger effect. activation, % at 10 µM, or EC50 in µM where a hit was titrated. hit rate 0.02% among 280,000; in the data active = activation above about 50%, passing the limit was not always enough; also: a part of the inactive calls stands beside numbers as strong as those of hits
Myeloid diff MLP: compounds promoting myeloid differentiation; ER-HoxA9 myeloid progenitors, lysozyme-GFP differentiation, flow cytometry; calls only at 10 µM; hit rate 1% among 360,000;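 active = normalized GFP-positive differentiation at or above the plate's own cutoff, the solvent-only control mean plus 3 SD; inconclusive = no clear call, values can overlap the other calls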;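 also: cells exposed to compound for four days before flow analysis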
KOR beta-arrestin-2: kappa opioid receptor blockers – cell-based, luminescence, uHTS (AID 1778). KOR beta-arrestin recruitment, luminescence, antagonist mode; higher % means a stronger effect. inhibition, % at 10 µM; hits with a dose series show IC50 in µM. hit rate 0.091% among 290,000; also: strong numbers were not always called active
T cell modulator vesicle-bound %: also measured in T cell modulator; calls as there; double positive events, %; measured here: CD8+ vesicle-bound cell fraction;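 binding gate set so that unloaded-vesicle control wells show 10% double positive cells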
NTR1 ag cell count 20 µM: further read-out of NTR1 ag, marked with its call; cell count; measured here: cell count, cytotoxicity flag
Myeloid diff MLP GFP+ MAC1+ %: also measured in Myeloid diff MLP; calls as there; GFP+ MAC1+ double positive, %; measured here: differentiation confirmed by MAC1 staining
* marks the source's active call; other numbers are inactive results; i = inactive; u = inconclusive; x = not tested or not shown; [ ] = remark or other dose. Rule as the data show it, unless noted: active = inhibition above about 50%; inactive = the rest.

Values run as follows: T cell modulator | T cell modulator vesicle-bound % | GPR55 LPI antagonism | HEK293 NOD2/NF-kB | NTR1 ag | NTR1 ag cell count 20 µM | NOD1 inhibition | GPR55 beta-arrestin | KOR beta-arrestin-1 | Myeloid diff MLP | Myeloid diff MLP GFP+ MAC1+ % | KOR beta-arrestin-2
CCOC(=O)C(CC)(CCC(=O)O)c1csc(Nc2ccc(C)cc2)n1 (stereo unspecified)
  i | 50 | -5% | 5% | -0.5 | 62 | -23% | -0.1% | 4.6% | i | 0.4 | -9%[20 µM]
CCOC(=O)c1cnc(SCc2ccc(C(C)(C)C)cc2)nc1N
  i | 40 | -2% | 16% | -0.3 | 68 | 9% | 0.0% | -4.1% | i | 0.9 | 8%
COC(=O)c1cn(-c2ccccc2)nc1-c1ccc(OC)cc1
  i | 68 | -10% | 22% | 2.4 | 67 | 48%* | -0.5% | 5.7% | i | 0.2 | -41%
CCOc1ccc(NC(=O)N2CCC(c3ccc(C)cc3)C2)cc1 (stereo unspecified)
  i | 16 | -4% | -15% | -1.1 | 59 | -10% | -0.2% | 2.0% | i | 1.0 | -28%
CC1=C(C)CC(C(=O)NNC(=O)c2csc3c2CCC(C(C)(C)C)C3)C(C(=O)O)C1 (stereo unspecified)
  i | 12 | -12% | 2% | 2.9 | 53 | -23% | 0.7% | 2.6% | i | 0.6 | -10%
CCOC(=O)c1csc(NC(=O)CSc2nnnn2-c2ccc(OC)cc2)n1
  i | 16 | -2% | 13% | -1.7 | 38 | -12% | -0.1% | 1.4% | i | 2.9 | -14%
COc1ccc(NC(=O)C2CCCN2C(=O)Nc2ccc(OC)cc2)cc1 (stereo unspecified)
  x | x | -11% | 5% | -0.8 | 71 | -12% | 0.2% | 2.0% | x | x | -37%
Cc1c(NC(=O)C(C)Oc2ccccc2F)c(=O)n(-c2ccccc2)n1C (stereo unspecified)
  i | 28 | 2% | -8% | -1.6 | 51 | -21% | 0.0% | -1.3% | i | 0.4 | -28%
COC(=O)C(Cc1cccc(C)n1)(c1ccccc1)c1ccccc1
  i | 13 | 4% | -17% | x | x | 4% | 0.8% | -1.9% | i | 0.3 | 28%
CCN1CCc2c(C#N)c(N3CCOCC3)nc(NCCO)c2C1
  i | 47 | 16% | -2% | 0.0 | 51 | 9% | 0.2% | 5.8% | i | 0.0 | -3%
O=C(NC1CCCC1)C(c1ccc(Cl)cc1)N(C(=O)c1csnn1)C1CC1 (stereo unspecified)
  i | 17 | -8% | -7% | 1.3 | 42 | 2% | -0.1% | 7.6% | i | 0.4 | -12%
Cc1ccc(-c2nc(Nc3ccc(O)cc3)c3ccccc3n2)cc1
  i | 35 | -4% | -142% | 42* | 96* | -3% | 0.4% | 0.4% | x | x | 0%
COC(=O)C(NC(C)=O)(Nc1sc2c(c1C(N)=O)CCCC2)C(F)(F)F (stereo unspecified)
  i | 2 | 6% | 7% | 0.8 | 49 | 1% | 0.0% | -2.4% | i | 13 | -11%
CC(=O)Nc1ccc(S(=O)(=O)N2CCN(CCC#N)CC2)cc1
  x | x | -8% | 10% | -0.1 | 61 | 3% | -0.3% | -3.0% | i | 1.4 | 7%
CCc1ccc(CN2CCC(n3nccc3NC(=O)c3ccccc3)CC2)o1
  i | 7 | -4% | 11% | -0.4 | 67 | -12% | 0.9% | -1.6% | i | 2.8 | -25%
Cc1ccc(S(=O)(=O)N(C)C)cc1NC(=O)C(C)NC(C)c1cccs1 (stereo unspecified)
  i | 46 | -7% | 4% | 3.2 | 40 | -1% | 0.3% | 1.3% | i | 5.3 | -17%
O=C(N/N=C/c1cccc(O)c1)c1ccc(COc2ccccc2Br)cc1
  i | 48 | 9% | -3% | 8.4 | 52 | 6% | 0.6% | 15% | i | 0.9 | -33%
Cc1nnc2sc(SCc3ccc(Br)cc3)nn2c1=O
  i | 44 | 4% | -6% | -0.6 | 47 | -18% | -0.2% | 1.0% | i | 0.4 | -21%
COc1ccc(-c2c(C)c3ccc(O)cc3oc2=O)cc1
  i | 22 | 11% | -2% | 4.8 | 56 | -23% | -0.1% | -1.3% | i | 3.1 | 2%
Cc1nc2ccccc2n1CC(=O)OCC(=O)NCc1ccccc1
  i | 36 | 3% | 2% | -1.0 | 54 | -31% | -0.1% | -4.5% | i | 1.4 | -16%
CC(C)(C)OC(=O)N[C@@H](Cc1ccccc1)c1nnc(SCC(=O)O)o1
  i | 15 | 1% | 10% | -0.6 | 83 | -2% | -0.2% | 3.2% | i | 1.4 | 25%
CCn1c(SCC(=O)Nc2cc(C)on2)nnc1-c1cccnc1
  i | 30 | 4% | -30% | 1.4 | 69 | 17% | -0.2% | -0.4% | i | 0.5 | -26%
O=C(O)CSc1c2c(nc3cc(C(=O)N4CCCC4)ccc13)CCCC2
  i | 23 | 5% | 13% | 0.0 | 34 | -29% | -0.3% | -3.5% | i | 0.2 | -13%
COc1cc(OC)c(NC2c3ccccc3C(=O)N2c2cc(C)ccn2)cc1Cl (stereo unspecified)
  i | 47 | 16% | 2% | -1.5 | 36 | -38% | 0.4% | 2.0% | i | 1.8 | 26%
Cc1ccccc1NC(=O)Cc1nc(COC(=O)c2cccc(C)c2O)cs1
  i | 33 | 16% | 17% | 6.6 | 52 | 1% | 0.2% | 4.3% | i | 0.4 | -23%
Cc1ccccc1SCC(=O)Nc1ccc(N2CCOCC2)cc1
  i | 28 | 6% | -1% | 0.6 | 66 | -26% | 0.1% | -5.2% | i | 0.5 | 1%
O=C(Nc1ccccc1)c1ccccc1NC(=O)C1CCCCC1
  i | 45 | -8% | -3% | -4.7 | 80 | -4% | -0.1% | 1.7% | i | 2.3 | 0%
CCCn1nnnc1-c1cc(Cl)cc(Cl)c1
  i | 51 | 25% | 13% | 0.0 | 93 | 3% | -0.1% | -0.8% | i | 4.7 | 4%
Cn1cc(C(=O)Nc2ccc3c(c2)CCC3)cn1
  i | 47 | 5% | -17% | -1.2 | 46 | -33% | -0.5% | 0.1% | i | 0.4 | 12%
COc1ccc(-c2nn(-c3ccccc3)cc2CNC(=O)c2cccc([N+](=O)[O-])c2)cc1
  i | 60 | 2% | 13% | -0.3 | 111 | -19% | 0.1% | -2.9% | i | 0.7 | 25%
O=C1CC(N(Cc2ccc3c(c2)OCO3)C(=O)Nc2ccc(F)cc2)C(=O)N1c1ccccc1 (stereo unspecified)
  x | x | 18% | -63% | 0.2 | 74 | -31% | -0.1% | 3.6% | i | 4.3 | -17%
S=C(NCCN1CCOCC1)Nc1cccc(Cl)c1
  i | 42 | 18% | -4% | -1.4 | 40 | -12% | 0.5% | 0.9% | i | 2.1 | -18%
Cc1cc(C)c2nc(SCC(=O)N3CC(=O)Nc4ccccc43)c(C#N)cc2c1
  i | 62 | -10% | -9% | 1.5 | 68 | -1% | 0.0% | 6.2% | u | x | -10%
CCOC(=O)c1cc2c(ccn2C)n1CC(=O)N(C)C
  i | 3 | 11% | 14% | 1.7 | 25 | 11% | 0.0% | 5.0% | i | 0.1 | -40%[20 µM]
COc1c(C(C)C)cc(NC(C)=O)cc1C(C)C
  i | 14 | -5% | 8% | 0.5 | 49 | -7% | -0.1% | 4.0% | i | 0.8 | 8%
CN1CCN(/N=C/c2ccc(-c3ccccc3)cc2)CC1
  i | 54 | 8% | -40% | -0.2 | 42 | -28% | -0.3% | 8.2% | i | 0.2 | -31%
CC(=O)Nc1ccc(NC(=O)c2cccc3c2-c2ccccc2C3=O)cc1
  i | 54 | 12% | -8% | -0.2 | 47 | -47% | 0.3% | 2.2% | i | 0.5 | -6%
CCOC(=O)C1=C(c2ccccc2)NC(N)=NC1c1ccc(OCc2ccc(Cl)cc2)c(OC)c1 (stereo unspecified)
  i | 23 | 48% | -2% | 24 | 41 | -10% | 19% | 1.9% | i | 0.2 | 7%
CCN1CCCC1CNC(=O)c1ccc2c(c1)NC(=O)/C(=C\c1ccc(C)cc1)S2 (stereo unspecified)
  i | 54 | -5% | 3% | 15 | 50 | 14% | -0.2% | 1.8% | i | 5.3 | -69%
C1CSC2(N1)C1CC3CC(C1)CC2C3 (stereo unspecified)
  i | 43 | 1% | 4% | 0.1 | 60 | 4% | 0.0% | -1.1% | i | 0.9 | -15%
O=C1N=c2ccccc2=C1c1[nH]c(=S)[nH]c1O
  i | 0 | 1% | 14% | -0.5 | 66 | -14% | -0.3% | -1.9% | i | 0.4 | 24%
COc1ccc(NCc2nnc(SCc3ccc(Cl)cc3)n2-c2ccccc2)cc1
  i | 44 | -2% | 5% | 4.2 | 69 | 53% | 0.4% | 0.9% | i | 0.6 | -11%
O=C(N/C(=C/c1ccc(Cl)cc1)c1nc2ccccc2[nH]1)c1ccco1
  i | 48 | 6% | 12% | -0.6 | 67 | 0% | -0.1% | 3.2% | i | 0.8 | -28%
O=C(Nc1cccc2nsnc12)c1ccc2c(c1)OCCO2
  i | 18 | 10% | -58% | 0.1 | 38 | -59% | 0.0% | 2.6% | i | 0.9 | -18%
O=C(O)/C=C/c1cccc(OCc2ccccc2)c1
  i | 23 | -5% | 2% | -0.6 | 68 | -16% | 0.0% | -5.5% | i | 0.8 | 15%
CC1CN(Cc2nc3c(c(=O)[nH]c(=O)n3C)n2CCN2CCOCC2)CC(C)O1 (stereo unspecified)
  i | 27 | -9% | 9% | -0.7 | 79 | 7% | -0.1% | x | i | 4.7 | x
O=C(Nc1ccccc1)N1CC=C(c2ccc(F)cc2)CC1
  i | 44 | -4% | -65% | -0.1 | 46 | -26% | -0.1% | -5.3% | i | 0.8 | -38%
CC(=O)Cn1ncc(N2CCOCC2)c(Br)c1=O
  i | 8 | -5% | -1% | -0.5 | 28 | 5% | -0.1% | -1.0% | i | 0.4 | 12%

An excerpt; rates above refer to the full screens.
